AID1053144: Wnt/beta-catenin signaling activators, dose response, cell-based, iPS-derived NPC, luciferase, Wnt3a, cherry-pick (AID 1053144) | NPC TCF/LEF luciferase reporter, Wnt3a EC25, 24 h | AC30 in µM for hits, for the others activation, % at the top dose, mostly 26 µM | 3,400 tested, 4.8% active;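 active means fitted curve reaches 30% activation at a concentration no higher than the top valid tested dose, luminescence rising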;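 further: wnt3a stimulus is conditioned medium from Wnt3a-transfected mouse L cells at 5% in well; 0% = neutral control wells and 100% = CHIR-99021 positive control wells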
* hit, by the source's call. A portion of the library; rates above refer to the full screens.

SMILES	AID1053144
c1ccc2c(c1)CSc1ccccc1C2C1=NCCN1 (stereo not drawn)	1%

Bioassay records (PubChem)
